12-LOX inh = ALOX12 (human) lipoxygenase inhibition; P18054; purified 12hLO, xylenol orange hydroperoxide absorbance; Potency, µM (highest dose often 108 µM), inactives show at the highest dose activity change, negative = inhibition, most hits filed as inhibitors; 580,000 compounds, 1.1% hits; AID 1671190; active = well fitted inhibition curve with a large enough effect; inconclusive = small, poorly fitted or top-dose-only effect, or another doubt; inactive = no such curve, though single readings can be large or run the other way
Target sequence (P18054 whole entry, looked up): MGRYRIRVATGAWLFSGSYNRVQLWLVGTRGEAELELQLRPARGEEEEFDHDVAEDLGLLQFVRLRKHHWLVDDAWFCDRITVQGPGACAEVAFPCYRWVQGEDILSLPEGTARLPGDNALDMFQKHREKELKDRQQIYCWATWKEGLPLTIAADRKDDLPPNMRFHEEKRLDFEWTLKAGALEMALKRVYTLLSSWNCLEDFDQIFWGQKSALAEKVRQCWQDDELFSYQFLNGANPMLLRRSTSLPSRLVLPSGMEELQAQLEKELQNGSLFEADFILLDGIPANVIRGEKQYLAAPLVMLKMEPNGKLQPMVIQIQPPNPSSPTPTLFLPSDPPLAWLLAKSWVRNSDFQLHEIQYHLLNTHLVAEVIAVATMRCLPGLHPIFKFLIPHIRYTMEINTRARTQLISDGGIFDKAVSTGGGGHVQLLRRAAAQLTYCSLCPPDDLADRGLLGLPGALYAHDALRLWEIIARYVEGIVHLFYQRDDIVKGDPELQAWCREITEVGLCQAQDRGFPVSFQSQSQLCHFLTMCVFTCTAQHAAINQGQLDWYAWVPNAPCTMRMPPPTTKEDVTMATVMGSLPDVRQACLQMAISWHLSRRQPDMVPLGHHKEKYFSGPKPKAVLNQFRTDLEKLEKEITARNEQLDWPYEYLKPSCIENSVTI
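Hydroperoxide product was detected by ferrous iron/xylenol orange as the 573 to 405 nm absorbance ratio. Arachidonic acid at 40 uM (final) was turned over for 30 min at room temperature by 150 nM human 12hLO, pH 7.0 Hepes buffer, after 15 min compound preincubation.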
The depositor's hits bear a star; ? = inconclusive; & = joins results of further samples; [ ] = dose if it differs, or a comment. % is set by controls: 0 for no effect and ±100 for the full control effect; potency is the fitted concentration of half-maximal effect. A portion of the library. The share of hits here may be higher or lower than overall.

SMILES | 12-LOX inh
COc1ccc(NC(=O)Cc2c[nH]c3ncc(-c4ccccc4)cc23)cc1 | 1.7%[176 µM]
Cn1cccc1C(=O)N1CCC2(CCCN(C(=O)Nc3cccc(F)c3)C2)CC1 | 4.3%[57.4 µM]
O=C(NCC1(COc2cccnc2)C[C@@H](O)[C@@H](O)C1)Nc1cccnc1 (some centres not stated) | ?
O=C(Cc1ccccc1Cl)Nc1cccc(-c2nnc3n2CCCC3)c1 | 38.8%[activator]
Cc1cccc2c(C(=O)NC3CC3)cc(-c3cccnc3)nc12 | 10.7%
Cc1cnc2c(S(=O)(=O)NCCCNS(C)(=O)=O)cccc2c1 | 13.7%
COCCC(=O)N[C@H]1CC[C@]2(C)CCC([C@H](C)C(=O)NCc3ccc(F)cc3)[C@H](O)[C@H]2[C@@H]1C (some centres not stated) | 31.1%[activator]
O=C(CC1CCN(C(=O)C2CCCCC2)C1)NCc1ccccc1 (configuration not stated) | 35.1%[activator]
O=C1CCCN1CCCN1C(=O)[C@H]2CN(Cc3ccc(F)c(Cl)c3)C[C@H]2C1=O | 63.5%[activator]
CCOc1ccc(C(=O)N2CCC(Cc3nc(-c4cccc(OC)c4)no3)CC2)cc1 | 7.9%
Cc1ccc(C(=O)NCc2nnc3cc(-c4nc(C(C)C)no4)ccn23)cc1 | 3.9%
O=C(CCc1ncc(-c2c(F)cccc2F)o1)N1CCN(S(=O)(=O)c2cccc(Cl)c2)CC1 | 11.1%

Structural class, the compounds so far containing a halogen
SMILES | 12-LOX inh
Cn1cccc1C(=O)N1CCC2(CCCN(C(=O)Nc3cccc(F)c3)C2)CC1 | 4.3%[57.4 µM]
O=C(Cc1ccccc1Cl)Nc1cccc(-c2nnc3n2CCCC3)c1 | 38.8%[activator]
COCCC(=O)N[C@H]1CC[C@]2(C)CCC([C@H](C)C(=O)NCc3ccc(F)cc3)[C@H](O)[C@H]2[C@@H]1C (some centres not stated) | 31.1%[activator]
O=C1CCCN1CCCN1C(=O)[C@H]2CN(Cc3ccc(F)c(Cl)c3)C[C@H]2C1=O | 63.5%[activator]
O=C(CCc1ncc(-c2c(F)cccc2F)o1)N1CCN(S(=O)(=O)c2cccc(Cl)c2)CC1 | 11.1%

More structures
SMILES | 12-LOX inh
COc1ccc(C(C)(C)C)cc1NC(=O)c1ccc(NC(=O)CC#N)cc1 | ?
Cc1cc(C)c(C)c(OCC(=O)NCc2nc(-c3ccc(Cl)cc3)no2)c1 | -2.0%
CS(=O)(=O)Cc1cccc(C(=O)Nc2ccc(F)cc2F)c1 | -12.2%
O=C(Cn1nc2c(cc1=O)CCCC2)Nc1nc(-c2ccc3c(c2)OCO3)cs1 | -26.7%
COc1ccc2c(c1)CCN=C2C[C@H]1CN(C(=O)C(C)(C)C)CC[C@H]1CC(=O)O | -1.4%[176 µM]
COC(=O)CNC(=O)Cn1ccc2c(Cl)cccc21 | 16.2%
CC1(C)[C@H](Cc2cc(COC(=O)c3cccs3)on2)C[C@@H]1NC(=O)c1cccs1 | -44.7%[176 µM]
CC1(C)CC(=O)C2=C(C1)Nc1nc(N)[nH]c(=O)c1C2c1ccc(Cl)cc1 (configuration not stated) | -4.5%
COc1cc(OC)cc(C(=O)N2CCCC(n3cc(-c4nc(C)no4)nn3)C2)c1 (configuration not stated) | 6.1%
O=C(c1ccccc1-c1ncc(-c2ccccc2F)o1)N1CCCC1 | -26.8%
O=C(Nc1nccs1)c1sccc1-c1ccccc1 | 26.2%
CCCC12CC3CC(CC(N)(C3)C1)C2 | 5.1%

5 entries from above, as comma-separated lines:
Molecule,12-LOX inh
CC1(C)CC(=O)C2=C(C1)Nc1nc(N)[nH]c(=O)c1C2c1ccc(Cl)cc1 (configuration not stated),-4.5%
COc1cc(OC)cc(C(=O)N2CCCC(n3cc(-c4nc(C)no4)nn3)C2)c1 (configuration not stated),6.1%
O=C(c1ccccc1-c1ncc(-c2ccccc2F)o1)N1CCCC1,-26.8%
O=C(Nc1nccs1)c1sccc1-c1ccccc1,26.2%
CCCC12CC3CC(CC(N)(C3)C1)C2,5.1%

The list goes on.
SMILES | 12-LOX inh
O=C(CC(NC(=O)c1ccccc1)c1ccccc1)NC12CC3CC(CC(C3)C1)C2 (configuration not stated) | 56.1%
CCCn1c(SCc2nc3ccccc3o2)nc2ccccc2c1=O | -6.7%
COc1ccc(C(=O)N2CCC(C(=O)NC(C)c3cccc(Cl)c3)CC2)c2ccccc12 (configuration not stated) | 0.1%
COCCOc1ccc2c(n1)CCN(C(=O)c1sccc1C)C2 | 94.4%[activator]
CCC(=O)N(CCC1(c2ccc(C)cc2)CCOC(C)(C)C1)Cc1ccccc1 (configuration not stated) | ?
COCCN1C(=O)[C@@H]2C[C@@H](CN2Cc2ccc(OC)nc2)Oc2ccccc21 | -4.9%[176 µM]
CC(C)C1=NOC(C(=O)N2CCn3nc(C(=O)NCc4ccccn4)cc3C2)C1 (configuration not stated) | 52.6%[activator]
CC(C)CN(CC1CN(C(=O)Nc2ccccc2)CCO1)C(=O)c1ccccc1F (configuration not stated) | 33.3%[activator]
COc1cc(/C=C(/C#N)c2ccccn2)cc(Br)c1OC | ?
CC(=O)c1ccc(C(=O)Nc2nc3ccc(S(=O)(=O)N(C)C)cc3s2)cc1 | 8.3%
Cc1ccc(-c2cc(C(=O)N3CCOCC3)on2)cc1 | 58.0%[activator]
NC(=O)c1c(N)[nH]c(C(=O)c2ccccc2)c1-c1ccccc1Br | -1.5%
CC1C(O)CCN(C)C1C (configuration not stated) | -0.7%
O=C(NCc1cccs1)c1noc(-c2ccc(F)cc2)n1 | 21.4%
COc1cncc([C@@H](NC(=O)Cc2cn3ccsc3n2)C2CC(O)C2)c1 (some centres not stated) | ?
O=C(NCC1CC1)C1=COC2=NC(=O)N(Cc3cccc(Cl)c3)CCN12 | 2.6%
COCC1CN(C2CCC2)CC12CCN(C(=O)c1ccc(F)c(F)c1)CC2 (configuration not stated) | 18.7%
Cc1cccc(C)c1-c1nc(C(=O)N2CCN(c3ncccn3)CC2)n2ccccc12 | 25.7%&60.9%
O=C(O)C1Cc2ccccc2S1 (configuration not stated) | -4.8%
COC(=O)c1ccc(CNC(=O)c2ccc(F)cc2)cc1 | ?
CCn1cc(CN2CCN(C(=O)c3ccsc3)CC2)ccc1=O | -3.8%
Cc1cc(C)cc(C(=O)N2CCC[C@H]2c2nc(-c3ccccc3)no2)c1 | 6.8%
C=CCCC(CN1CCSCC1)Oc1ccc(C#N)cn1 (configuration not stated) | 43.4%[activator]
Cc1ccc(OCC(=O)N[C@@H]2CCOC[C@H]2Oc2cccc(F)c2)cc1C | 16.5%
Cc1nc(C(=O)N2C[C@@H](COCC3CC3)[C@H](c3ccncc3)C2)co1 | 37.3%[activator]
CC(=O)N1CCCC(c2[nH]ccc2C(=O)NCc2cc(C)nn2C)C1 (configuration not stated) | 17.5%
COc1ccc(OCc2nc(C(=O)N3CCCC(C(C)(C)O)C3)co2)cc1 (configuration not stated) | 29.8%
CC(C)c1ccc(S(=O)(=O)N2CCC(C(=O)Nc3nc4c(s3)CCC4)CC2)cc1 | -26.9%
COc1ccc(-c2ccccc2NC(=O)C2CCCN(C3CCOCC3)C2)cc1 (configuration not stated) | -9.7%
CCn1cc(S(=O)(=O)Nc2ccn(Cc3ccccc3Cl)n2)c(C)n1 | 28.0%
CN(CC(=O)Nc1ccc(F)cc1)Cc1cnn(-c2ccccc2)c1 | -25.4%
Cc1nn(-c2nc3c(c(=O)n(CC(N)=O)c(=O)n3C)n2CCc2ccccc2)c(C)c1C | -8.2%
CC(C)(C)c1ccc(NC(=O)CSc2nc3ccccc3o2)cc1 | ?
O=C(NCc1ccccn1)C1CCCN(c2nc3ncccc3o2)C1 (configuration not stated) | -7.0%[176 µM]
CC(C)CNC(=O)c1ccc(Cn2cnc3ccccc3c2=O)cc1 | 1.9%
O=C(Cn1ccn2nc3c(c2c1=O)CCCC3)NC1CCCC1 | 51.8%[activator]
Cc1ccc(C(=O)N2CCC3(CC2)CC(c2cccc(C(F)(F)F)c2)=NO3)cc1 | 20.4%
COc1ccc(C(C(=O)Nc2ccc3c(c2)OCCO3)n2c(=O)c(-c3ccco3)nc3ccccc32)cc1 (configuration not stated) | ?
COc1ccccc1NC(=O)C(=O)NCc1ccc(C)cc1 | -13.7%
CCCn1cc(S(=O)(=O)N2C[C@H](C3CC3)[C@@H](N)C2)cn1 | -26.7%
COCCC1(NS(C)(=O)=O)CCN(S(=O)(=O)c2ccc3c(c2)CCC3)CC1 | 5.3%
COc1ccccc1C(CNC(=O)C1CCN(S(=O)(=O)c2ccc3c(c2)CCC3)CC1)N(C)C (configuration not stated) | -9.0%
Cc1cccc(C(=O)N2CCCCCNC(=O)[C@@H]3CCCC[C@@H]32)c1 | 6.1%
Cc1ccc(C(=O)N2CCCC3(CCNCC3)CC2)c2ccccc12 | 20.9%
Cc1ccccc1COc1ccccc1C(=O)O | ?
CCCC1c2nccn2CCCN1C(=O)Cc1c(C)noc1C (configuration not stated) | 37.9%
O=C(Nc1ccc2[nH]ccc2c1)c1cnc2c(c1)N([S+](=O)([O-])c1cccnc1)CCC2 | -10.2%[176 µM]
Cc1ccc(CNC(=O)CCC2CCCN(S(=O)(=O)c3ccccc3C)C2)cc1 (configuration not stated) | 24.4%
O=C(Cc1cccc(F)c1)NC1CCN(C(=O)N2CC3CC(C2)[C@H]2CCCC(=O)N2C3)CC1 (some centres not stated) | 3.4%
O=C([C@@H]1C[C@H](F)CN1C(=O)Nc1ccccc1C(F)(F)F)N1CCCCC1 | 24.7%
Cc1sc2ccn(Cc3ccc(F)cc3)c(=O)c2c1C(=O)NC(C)C | -4.7%
Cc1oc(-c2ccc(F)cc2)nc1CN1CCC2(CCCO2)CCC1=O (configuration not stated) | -12.0%
COc1ccc2c(c1)[C@@]1(OCCC=C[C@H]1C)C(=O)N2C/C=C(\C)CCC=C(C)C | -2.6%
O=C(c1cccc(F)c1)N1CCC2(CC1)N=C(c1ccc(Cl)cc1)NO2 | -13.8%
OC(c1nc2ccccc2s1)(c1nc2ccccc2s1)C(F)(F)F | ?
COc1cc2c(cc1NC(=O)Cc1ccccc1C)oc1ccccc12 | 5.2%
Cc1nc(-c2c3n(c(=O)n(CC(=O)Nc4cc(Cl)ccc4C)c2=O)CCCCC3)no1 | -16.1%
COC(=O)c1ccc(C(=O)OC)c(NC(=O)COC(=O)CC2Sc3ccccc3NC2=O)c1 (configuration not stated) | ?
COCCn1c(=O)c2c(n1Cc1ccccc1)CN(C(=O)Cc1ccc3c(c1)OCO3)CC2 | -29.9%
O=C(COc1ccccc1)Nc1ccc([C@@H](O)[C@H]2COCC(=O)N2Cc2ccccc2F)cc1 | 12.6%
Next part.
SMILES | 12-LOX inh
COc1cc(C(=O)NC2CCN(c3cc(-c4ccccc4)[nH]n3)C2)cc(OC)c1OC (configuration not stated) | -25.2%
O=S(=O)(NCc1nnc2n1CCN(Cc1ccccc1Cl)CC2)c1ccccc1 | -4.2%
CC(Nc1ccc(N)cc1Cl)c1ccccc1 (configuration not stated) | ?
CC(C)CN1C(=O)COC[C@@H]1[C@H](O)c1ccc(NC(=O)c2cnccn2)cc1 | 8.5%[176 µM]
NS(=O)(=O)c1ccc(Nc2ncc([N+](=O)[O-])cc2[N+](=O)[O-])cc1 | -26.0%
COc1cccc(CN2CCCC(COc3ccccc3C(=O)NC3CC3)C2)n1 (configuration not stated) | 51.2%[activator]
CCC(C)NC(=O)C1COC2(CCN(C(=O)Cc3ccccc3)CC2)N1C(=O)c1cccc(C)c1 (configuration not stated) | 4.9%
Cc1ccc2c(=O)cc(C(=O)N3CCC(Cc4ccccc4)CC3)oc2c1 | -1.5%
CC(C)Cn1nc(C(=O)NN2C(=O)NC(c3ccccc3)(c3ccccc3)C2=O)c2ccccc2c1=O | 8.3%
Cc1oc(-c2ccccc2)nc1CN1CCN(C(=O)c2ccco2)CC1 | ?
COc1ccc(CCc2nc(-c3nnn4c3COC(c3ccc(OC)cc3)C4)no2)cc1 (configuration not stated) | 17.8%
Cc1cccc(NC(=O)CN(C)C(=O)c2cccc(S(=O)(=O)NCC3CCCO3)c2)c1C (configuration not stated) | -12.6%
COCCC(=O)N1CC(F)(F)C[C@H]1c1nc(COC)no1 | 62.6%[activator]
O=C(Nc1ccc(F)cc1)N[C@H]1[C@H](O)[C@@H](Sc2ccccc2)[C@@H]2OC[C@H]1O2 | -6.4%[176 µM]
O=C(Nc1cccc(Br)c1)c1cnc(-c2ccccc2)nc1-c1ccncc1 | 2.1%
COc1ccc(N2C(=O)c3n[nH]c(C(C)C)c3C2c2ccc(C)cc2)cc1 (configuration not stated) | ?
Cc1occc1C(=O)NCCN1Cc2ccccc2OC(c2ccccc2F)C1 (configuration not stated) | -4.2%
CCCCNC(=O)c1nc2ccccc2nc1-c1ccc(F)cc1 | 22.6%
Cn1cnc(S(=O)(=O)N2C[C@@H](Oc3cccnc3)C[C@@H]2C(=O)N2CCOCC2)c1 | 13.6%
O=C(COc1cc2oc(=O)cc(-c3ccccc3)c2cc1Cl)NCc1cccs1 | -8.2%
NC(=O)[C@@H](Cc1c[nH]c2ccccc12)NC(=O)[C@H]1CN(C(=O)c2cccc(F)c2)CCN1C(=O)c1cccs1 | 50.7%[activator]
Cc1cc(C)cc(NC(=O)NCc2nc(-c3ccccc3)oc2C)c1 | -10.5%
COc1ccc(OC)c(CN2CCC3(CC2)OC(=O)N(Cc2ccc(O)cc2)C3(C)c2ccccc2)c1 (configuration not stated) | ?
NCCC[C@@H](N)C(=O)N1CCC2(CCC(=O)N(Cc3ccccc3)C2)CC1 | 39.0%[activator]
COCC1CN(C)CC12CCN(Cc1scnc1C)CC2 (configuration not stated) | 78.4%[activator]
O=C(Nc1ccc2c(c1)OCCCO2)c1sc(-c2ccco2)nc1-c1ccccc1 | 0.2%

Screening results (PubChem BioAssay)
